Mcl1-Noxa inh: Mcl-1/Noxa interaction inhibition. Q07820. TR-FRET Mcl-1/Noxa peptide binding, 2 h. inhibition, % at 21.7 µM. 220,000 compounds, 1.5% hits;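 active = compounds that cut the protein-peptide binding signal by more than 50% relative to plate controls in a single-dose test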;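 also: His-tagged Mcl-1 with rhodamine Noxa BH3 peptide and terbium anti-His antibody; 0% = Mcl-1 plus Noxa peptide wells and 100% = peptide-only wells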
Target sequence (Q07820 whole entry, looked up): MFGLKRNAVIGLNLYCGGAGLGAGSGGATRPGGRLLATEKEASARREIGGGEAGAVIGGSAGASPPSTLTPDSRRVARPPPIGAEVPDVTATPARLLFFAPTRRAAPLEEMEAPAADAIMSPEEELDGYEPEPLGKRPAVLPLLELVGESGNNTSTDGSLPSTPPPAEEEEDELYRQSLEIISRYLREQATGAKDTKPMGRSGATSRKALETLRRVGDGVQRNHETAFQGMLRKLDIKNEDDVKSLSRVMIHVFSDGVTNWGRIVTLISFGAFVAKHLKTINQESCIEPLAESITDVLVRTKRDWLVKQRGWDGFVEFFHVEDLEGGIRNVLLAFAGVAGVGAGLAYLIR
Rac1 wt GTP bind: human Rac1 wildtype GTP binding, inhibitors and activators; P63000; GTP binding activity (% of control), % at 10 µM; GST-Rac1 beads, fluorescent GTP binding, flow cytometry; actives lie on both sides; 0 = cold GTP competed, 100 = untreated; 190,000 compounds, 0.27% hits;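 active = GTP binding activity at least 20 points away from the 100% control level, either lower or higher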
HRas wt GTP: modulators of GTP binding to human HRas wildtype; P01112; GST-Ras wt beads, Bodipy-FL-GTP binding, flow cytometry; actives lie on both sides; GTP binding activity, % at 10 µM; 190,000 compounds, 0.14% hits; AID 759;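 active = GTP binding activity at least 20% away from the 100% baseline, either lowered as inhibitor or raised as activator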;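 also: 0% = unlabeled GTP competition control and 100% = no-compound control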
Target sequence (P01112 whole entry, looked up): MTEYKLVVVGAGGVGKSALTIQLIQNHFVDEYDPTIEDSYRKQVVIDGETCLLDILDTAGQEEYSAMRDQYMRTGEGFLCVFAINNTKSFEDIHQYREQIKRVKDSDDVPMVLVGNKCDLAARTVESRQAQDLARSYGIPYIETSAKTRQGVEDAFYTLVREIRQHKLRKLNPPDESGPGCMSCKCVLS
Mcl-1 Bim block: disrupts Bim peptide binding to human Mcl-1. Bead-based flow cytometry, Bim peptide-Mcl-1 binding. AID 1009. Q07820. inhibition, % at 10 µM. 190,000 compounds, 0.1% hits; in the data active = inhibition above about 40%;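 also: 0% = no compound tracer wells and 100% = peptide blocker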
Mcl1-Bid inh: disrupts binding of human Mcl-1 to Bid peptide. TR-FRET Mcl-1/Bid-Dy647 peptide binding, 1536-well. 220,000 compounds, 0.97% hits. Q07820. inhibition, % at 21.7 µM. AID 1021;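 active = compounds that cut the binding signal by more than half at the single screening dose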;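 also: His-tagged Mcl-1 with europium anti-His antibody binding Bid BH3 peptide; 0% = Mcl-1 plus peptide wells and 100% = peptide-only wells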
Rab2 wt GTP: changes GTP binding to wildtype dog Rab2A, up or down. GST-Rab2 wt beads, Bodipy-GTP binding, flow cytometry. AID 760. 190,000 compounds, 0.19% hits. GTP binding activity, % at 10 µM. P61105;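 active = GTP binding activity at least 20 points away from 100%, either lowered or raised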;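 also: 0% = beads with excess unlabeled GTP and 100% = no-compound control corrected for plate trend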
Pf gamet viab: inhibitors of late stage P. falciparum gametocyte viability; P. falciparum stage V gametocytes, ATP luminescence, 24 h; inhibition, % at 10.9 µM; 150,000 compounds, 0.065% hits;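 active = inhibition above the mean plus 3 SD of compounds within the control limits, set per campaign, cut at about 38% in these data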;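 also: 0% = DMSO wells and 100% = medium only without gametocytes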
Avidin bead fluor: compound fluoresces at 488/530 nm on avidin beads | compound fluorescence 488/530 nm, flow cytometry; stronger effect = higher value | 220,000 compounds, 0.38% hits | AID 1775 | fluorescence (KMESF) at 10 µM; in the data active = fluorescence above about 47; also: inactives centre near 10
Rac1 mut GTP: human Rac1 activated mutant GTP binding change; AID 764; percent activity (GTP binding), % at 10 µM; 190,000 compounds, 0.11% hits; P63000; GST-Rac1 activated beads, fluorescent GTP binding, flow cytometry; actives lie on both sides; 100% means binding = to untreated wells;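 active = GTP binding at least 20 percentage points away from the 100% baseline, in either direction, so actives lie on both sides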
Cdc42 wt GTP: modulators (inhibitors or activators) of GTP binding to human Cdc42 wildtype. P60953. GST-Cdc42 beads, Bodipy-GTP binding, flow cytometry; actives lie on both sides. percent activity (GTP binding), % at 10 µM. 190,000 compounds, 0.2% hits;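 active = percent activity GTP binding at least 20 points away from the 100% baseline, either down as inhibitor or up as activator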;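 also: median bead fluorescence of bound Bodipy-FL-GTP at 100 nM; 0% = excess unlabeled GTP control and 100% = no compound control; below 100% means less GTP binding so inhibitor and above means activator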
Target sequence (P60953 whole entry, looked up): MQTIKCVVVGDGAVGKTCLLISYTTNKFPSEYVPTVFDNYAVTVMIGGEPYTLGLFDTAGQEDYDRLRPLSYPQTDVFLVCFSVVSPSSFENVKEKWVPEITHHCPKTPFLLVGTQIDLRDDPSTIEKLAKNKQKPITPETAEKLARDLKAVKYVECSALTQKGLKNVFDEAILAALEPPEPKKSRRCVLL
Rab7 wt GTP bind: modulators of GTP binding to dog Rab7 wildtype GTPase; GST-Rab7 beads, fluorescent GTP binding, flow cytometry; actives lie on both sides; untreated = 100%, excess cold GTP = 0%; AID 758; GTP binding activity (percent of control), % at 10 µM; 190,000 compounds, 0.055% hits;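 active = fluorescent GTP binding to Rab7 beads changed by at least 20 points from the 100% baseline, either direction, mostly lower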;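 also: median green fluorescence of bound Bodipy-FL-GTP per Rab7 bead population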
Numbers without * were called inactive; / = no result given.

Values run as follows: Mcl1-Noxa inh, Rac1 wt GTP bind, HRas wt GTP, Mcl-1 Bim block, Mcl1-Bid inh, Rab2 wt GTP, Pf gamet viab, Avidin bead fluor, Rac1 mut GTP, Cdc42 wt GTP, Rab7 wt GTP bind
> Cc1cc(C(=O)COC(=O)c2ccc(O)cc2)c(C)n1-c1ccccc1F
 : -7, 97, 97, -4, -22, 99, 19, 21, 96, 94, 105
> Cn1ccnc1SCC(=O)NC12CC3CC(CC(C3)C1)C2
 : -5, 101, 104, -1, -9, 104, /, 7, 104, 105, 99
> Cc1nnc(SCC2=C(C(=O)O)N3C(=O)C(NC(=O)c4cc(F)c(F)cc4Cl)C3SC2)s1 (centres undefined)
 : 6, 94, 90, 0, -27, 87, /, 12, 89, 92, 89
> COc1ccc(-c2coc3cc(O)ccc3c2=O)cc1O
 : 20, 98, 98, -3, -6, 98, /, 6, 96, 97, 103
> Cc1cc(=O)oc(C)c1C(=O)NCc1ccccn1
 : -24, 100, 98, 2, -45, 98, /, 12, 97, 100, 96
> O=[N+]([O-])c1ccc(Cl)cc1Sc1nc2ccccc2o1
 : -8, 101, 101, -5, -10, 99, 18, 6, 99, 97, 102
> CN(Cc1cccnc1)Cc1c(C(=O)N2CCc3ccccc3C2)nc2ccc(Cl)cn12
 : -16, 100, 96, 0, 0, 98, 1, 6, 97, 100, 96
> Cc1cc(C)n(-c2ccc(C(=O)OCC(=O)Nc3ccc(S(=O)(=O)N4CCCCC4)cc3)cc2)n1
 : 4, 97, 96, 3, -35, 97, /, 4, 95, 96, 95
> CCOC(=O)COc1ccccc1/C=N/O
 : -9, 107, 104, 0, -32, 102, /, 24, 100, 102, 100
> CC(C)(C)c1nn2cnnc2n(/N=C/c2ccccc2)c1=O
 : -8, 102, 97, -6, 1, 96, -25, 6, 97, 101, 101
> Cc1nc(S(=O)(=O)NC2CCCCC2)c(C#N)c(C)c1Cl
 : 4, 104, 105, -3, -11, 105, 24, 14, 101, 105, 98
> COc1cccc(CNC(=O)CCC2CCCN(C(=O)c3ccc(OC)c(F)c3)C2)c1 (centres undefined)
 : -3, 98, 96, -4, -11, 96, 2, 10, 95, 98, 98
> O=C1CC(=C2c3ccccc3-c3ccccc32)C(=O)N1CCCCN1CCN(c2ccccc2)CC1
 : 35, 104, 101, -1, 26, 99, /, 5, 98, 100, 102
> O=C(COc1ccc(-c2nnco2)cc1)NCc1ccccc1Cl
 : 9, 98, 100, -2, 3, 99, -11, 14, 98, 98, 97
> CC(C)(C)c1c(Cl)c(O)c(-c2ccccc2)c(=O)n1-c1ccccc1
 : 36, 84, 86, -2, 86*, 89, 25, 7, 80, 83, 91
> N#Cc1nc(-c2ccco2)oc1NCc1cccnc1
 : 1, 94, 95, 0, -19, 91, -16, 10, 93, 97, 97
> Cc1cc(C(=O)Nn2c(C)nc3ccccc3c2=O)ccc1[N+](=O)[O-]
 : 15, 94, 95, 0, -34, 95, -11, 12, 93, 94, 106
> CCn1c(=O)cc(SCC(=O)N2CCCCC2)c2ccccc21
 : 10, 99, 101, -4, 0, 98, /, 5, 96, 98, 99
> O=C(O)c1cn(-c2ccc(N3CCCC3)c(F)c2)c2c(F)c(F)c(F)cc2c1=O
 : 39, 90, 90, -4, -59, 91, -6, 8, 82, 89, 99
> COc1ccc(CNc2nc(NCc3ccc(OC)cc3)n(C(=O)c3ccncc3)n2)cc1
 : 9, 102, 100, 10, -15, 96, -10, 6, 98, 101, 94
> Cc1ccc(CNC(=O)COC(=O)CSc2ccc(Br)cc2C)cc1
 : -10, 99, 99, -7, -19, 99, -2, 17, 100, 98, 99
> CN1CCc2[nH]c3ccc(C(=O)NN)cc3c2C1
 : 13, 97, 100, 0, -25, 96, -6, 39, 96, 98, 95
> Cc1ccc(NC(=O)C2SC(=Nc3ccccc3)C(C(=O)Nc3ccc(Cl)cc3)=C2N)cc1 (centres undefined)
 : -3, 98, 97, 0, -50, 98, /, 6, 95, 98, 97
> COc1cccc(-c2nn3c(-c4cc(C)[nH]n4)nnc3s2)c1
 : -2, 98, 99, 1, -25, 99, /, 11, 98, 97, 103
> COc1cccc(C2/C(=C(/O)c3ccc(F)cc3)C(=O)C(=O)N2CCN(C)C)c1 (centres undefined)
 : 10, 101, 99, -7, -18, 98, /, 12, 96, 101, 102
> O=C(NCc1ccc(Cl)cc1)c1ccc(COCC(F)(F)F)o1
 : -8, 105, 104, -4, -13, 105, -1, 16, 103, 105, 104
> CCOc1cc(/C=C(/C#N)c2nc3ccccc3[nH]2)ccc1Oc1ccc([N+](=O)[O-])cn1
 : /, 88, 94, 1, -14, 91, /, 14, 91, 93, 92
> COc1cc(CNC(C)(C)CO)ccc1OCC(=O)Nc1ccc(Br)cc1
 : 1, 105, 103, -1, -4, 102, 14, 8, 100, 106, 102
> COc1cc(/C=C(\C#N)C(=O)NCC2CCCO2)ccc1O (centres undefined)
 : 15, 101, 100, -4, -45, 99, /, 9, 98, 101, 101
> c1nc(N2CCOCC2)c2c3c(sc2n1)CCCC3
 : 2, 91, 96, -2, -14, 94, /, 16, 94, 93, 93
> COC(=O)Cn1c2ccccc2c2nc(=O)cc(C)n21
 : 9, 99, 95, -2, -9, 93, -7, 7, 99, 95, 93
> CNC(=O)COC(=O)c1cc2c(s1)CCCC2
 : 23, 100, 97, 0, -8, 98, 10, 11, 97, 96, 94
> Cc1cccc(C)c1-n1c(C)cc(/C=N/NC(=O)CSc2ncccn2)c1C
 : 16, 99, 99, -5, -17, 99, -1, 16, 98, 95, 99
> CCOC(=O)C1Cc2ccccc2C(=O)O1 (centres undefined)
 : 5, 108, 101, 0, 0, 102, /, 7, 100, 104, 101
> COc1ccc(NC(=O)C2CCCN2S(=O)(=O)c2cccc3cccnc23)c(OC)c1 (centres undefined)
 : 8, 105, 99, 2, -5, 99, /, 8, 101, 102, 99
> OCC1(Cc2ccccc2)CCCN(Cc2ccn[nH]2)C1 (centres undefined)
 : 4, 97, 96, 1, -43, 98, 1, 10, 95, 97, 100
> COc1ccccc1CNC(=O)c1cc(-c2cccnc2)nc2ccccc12
 : 8, 95, 96, 0, -35, 94, -10, 20, 93, 93, 95
> O=C(c1cccnc1Nc1ccccc1F)N1CCOCC1
 : 6, 102, 101, -1, -4, 102, /, 11, 98, 103, 105
> Cc1ccc(-c2noc(C3CCCN(C(=O)C4CCCCC4)C3)n2)o1 (centres undefined)
 : 5, 104, 101, -1, -5, 99, 21, 9, 98, 100, 98
> N#CCCn1nc(-c2ccccc2)cc1Nc1ccccc1NC(=O)c1cccs1
 : 5, 105, 103, -4, -36, 104, /, 6, 103, 103, 104
> CC1(C)CC(=O)/C(=C(\O)CCCN2C(=O)c3ccccc3C2=O)C(=NCC(=O)O)C1
 : 4, 101, 99, 0, -6, 98, /, 23, 97, 99, 99
> COC(=O)CN(c1ccc(F)cc1)S(=O)(=O)c1ccccc1
 : 6, 109, 104, -1, 0, 105, /, 8, 101, 105, 101
> CCN(CC)CCN=CC1=C(O)CNC1=O
 : 4, 101, 103, 0, -56, 100, /, 13, 98, 106, 97
> CC1=Nc2ccc(C)cc2N(Cc2ccccc2)C(=O)C1
 : 26, 102, 101, -8, -15, 101, /, 18, 99, 103, 100
> CC1=NN(c2ccc(C)cc2C)C(=O)C1C(c1cccc(O)c1)C1C(=O)N(c2ccc(C)cc2C)N=C1C (centres undefined)
 : 13, 99, 98, -2, -83, 96, -12, 14, 94, 98, 99
> COC(=O)C1=C(C)N(c2ccc(F)c(Cl)c2)C(=O)C1
 : 3, 93, 93, -1, -18, 94, /, 3, 94, 93, 95
> CCOC(=O)N1CCN(C(=O)c2ccc(OC(C)=O)cc2)CC1
 : 10, 107, 102, 0, -3, 103, /, 8, 98, 105, 106
> CCCC(=O)Nc1ccc(C(=O)NN=C(C2CC2)C2CC2)cc1
 : -27, 104, 103, -3, -17, 96, 5, 2, 104, 101, 98
> COc1ccc(/C=N/NC(=O)C(=O)NCc2cccnc2)cc1OC
 : 19, 106, 101, -5, -1, 100, /, 13, 101, 104, 103
> O=C(NCCn1cc(SCc2ccccc2F)c2ccccc21)c1c(F)cccc1F
 : 10, 106, 104, -2, 2, 103, /, /, 100, 102, 97
> COc1ccc(OC)c(C(c2nnnn2C2CCCC2)N2CCc3ccccc3C2)c1 (centres undefined)
 : -7, 107, 103, -9, 1, 101, -15, 13, 97, 100, 101
> COc1ccc(NS(=O)(=O)c2cccc(C(=O)N/N=C/c3ccc(O)cc3)c2)cc1
 : 21, 96, 93, 3, 6, 93, -7, 9, 95, 96, 94
> Cc1cccn2c(=O)c(/C=C(\C#N)C(=O)NC3CCS(=O)(=O)C3)c(N3CCC(C(N)=O)CC3)nc12 (centres undefined)
 : -15, 102, 99, -1, -5, 99, 0, 17, 98, 98, 98
> CNS(=O)(=O)c1cnccc1N1CCN(C)CC1
 : 15, 106, 104, -4, -25, 104, /, 2, 106, 104, 104
> COC(=O)c1ccc(CSc2nnnn2-c2ccc(C)cc2C)o1
 : -7, 98, 98, -1, -3, 96, -1, 7, 99, 102, 95
> Cn1c(N)c(C(=O)c2ccc(Oc3ccccc3)cc2)c(=O)n(C)c1=O
 : 21, 106, 101, -6, -3, 103, 0, 14, 100, 106, 102
> COc1cc(NC(=O)c2ccccc2Cl)ccc1NC(=O)c1cccs1
 : 12, 82, 89, 5, -3, 87, -35, 18, 93, 90, 92
> Cc1oncc1C(=S)Nc1ccccc1
 : 5, 100, 98, -6, -53, 96, /, 7, 97, 98, 97
> Cc1nc(NC(=O)C2CC2)sc1C(=O)N1CCCCC1
 : 5, 102, 101, -2, 8, 99, /, 7, 99, 101, 101

Screening results as filed in PubChem BioAssay.
